ERG-DNA inh = qHTS for Small Molecule Inhibitors of the ERG Ets/DNA interaction; Transcriptional regulator ERG (Homo sapiens), P11308; fluorescence polarization, His-ERG Ets domain / labelled DNA; Potency, µM (titrated, usually from 76.9 µM), for the others: at the top dose FP activity, negative = inhibition, hits mostly inhibitors; hit rate 0.028% among 370,000; AID 624246, 2012; active = well fitted inhibition curve with a large enough effect in the polarisation, with a control signal flat; inconclusive = small, poorly fitted or top-dose-only effect, or effect the other way, or a change in a side signal; inactive = no such curve, though single readings can be large or run the other way; the % refers to the polarisation;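 note: polarization taken with two DNA probes labelled with fluorescein and Texas red; potency is the fitted concentration of half-maximal effect; % of control where 0% means no effect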
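His-tagged ERG Ets domain (1 uM in the protein solution; 300mM KCl, 50mM Tris-HCl, 1mM EDTA, 1mM DTT, pH 7.5) received compound, then a probe mix of 5 nM fluorescein-DNA and 100nM Texas-615-DNA. Fluorescence polarization was read for both dyes.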
TRHR agonist = qHTS for Small Molecule Agonists and Allosteric Enhancers of Human TRH Receptor: Primary Screen for Agonists. activation, % at 2 µM. hit rate 0.18% among 360,000. TRHR cells, calcium flux fluo-8, FDSS agonist mode. AID 493084, 2011; in the data active = activation above about 30%; note: 0% is about no effect
Target sequence (P34981 whole entry, looked up): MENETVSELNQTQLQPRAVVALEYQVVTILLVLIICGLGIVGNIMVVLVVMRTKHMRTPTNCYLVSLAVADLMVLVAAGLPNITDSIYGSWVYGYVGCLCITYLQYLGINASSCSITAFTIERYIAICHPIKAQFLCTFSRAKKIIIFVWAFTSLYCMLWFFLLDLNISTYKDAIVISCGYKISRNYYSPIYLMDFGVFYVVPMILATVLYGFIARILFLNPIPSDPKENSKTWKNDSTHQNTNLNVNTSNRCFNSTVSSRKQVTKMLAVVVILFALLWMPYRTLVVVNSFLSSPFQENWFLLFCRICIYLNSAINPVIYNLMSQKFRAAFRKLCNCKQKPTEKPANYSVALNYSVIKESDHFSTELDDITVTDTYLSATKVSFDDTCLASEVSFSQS
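Fluo-8-loaded TRHR cells; 10 s baseline, compound added, kinetic Ca2+ fluorescence read 1/s, agonist mode.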
Anesthetic bind = qHTS Assay for Identification of Novel General Anesthetics; hit rate 0.074% among 350,000; AID 485281, 2010; Ferritin light chain (Equus caballus), P02791; Potency, µM (titrated, usually from 77.5 µM), without a hit: at the top dose activity change, negative = displacement, hits mostly inhibitors; apoferritin/1-aminoanthracene competitive binding, fluorescence; note: potency is the fitted concentration of half-maximal effect; % is set by controls: 0 for no effect and ±100 for the full control effect; nearly all actives have a fitted effect of over 20% in size
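Steps: apoferritin (10 uM) was premixed with half-saturated 1-AMA in PBS, compounds were pin-transferred, plates stood 10 min at room temperature, fluorescence was read at 380/535 nm, and curves were fitted with a Hill equation.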
POLB inh = qHTS Assay for Inhibitors of DNA Polymerase Beta; hit rate 1.3% among 340,000; Potency, µM (series often up to 114 µM), for the others: at the highest dose activity change, negative = inhibition, most hits filed as inhibitors; Pol beta primer extension/strand displacement, fluorescence kinetic; note: potency is the fitted concentration of half-maximal effect; % is set by controls: 0 for no effect and ±100 for the full control effect
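Human Pol beta at 10 nM; strand-displacement substrate 50 nM final. Compound exposure 15 min at room temperature before start, reaction 10 min at room temperature.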
Pol iota inh = qHTS for Inhibitors of Polymerase Iota; Pol iota fluorescent replication assay, 10 min; Potency, µM (top dose mostly 115 µM), without a hit: at the highest dose activity, negative = inhibition, actives largely listed as inhibitors; DNA polymerase iota (Homo sapiens), Q9UNA4; hit rate 1% among 390,000; note: potency is the fitted concentration of half-maximal effect
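Pol iota at 10 nM preincubated 15 min with compounds at room temperature; reaction started with fluorescent substrate, 50 nM final. Fluorescence read kinetically at 0 and 10 min; buffer-only wells as negative control.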
BLM helicase inh = qHTS Assay for Inhibitors of Bloom's syndrome helicase (BLM) | hit rate 0.2% among 350,000 | RecQ-like DNA helicase BLM (Homo sapiens), P54132 | Potency, µM (series often up to 56.1 µM), inactives show top-dose activity change, negative = inhibition, most hits filed as inhibitors | recombinant BLM DNA unwinding, fluorescence dequenching;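 note: potency is the fitted concentration of half-maximal effect; plate controls were vehicle for no effect and no enzyme for full effect; nearly all actives have a fitted effect of over 35% in size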
APE1 inh = qHTS Assay for Inhibitors of the Human Apurinic/apyrimidinic Endonuclease 1 (APE1); Potency, µM (top dose mostly 65.8 µM), for the others: at the highest dose activity change, negative = inhibition, usual class: inhibitors; hit rate 0.35% among 350,000; DNA repair nuclease/redox regulator APEX1 (Homo sapiens), P27695; recombinant APE1, TAMRA/BHQ-2 abasic DNA cleavage fluorescence;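 note: potency is the fitted concentration of half-maximal effect; plate controls were vehicle for no effect and reference inhibitor for full effect; nearly all actives have a fitted effect of over 55% in size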
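Incision of a quenched TAMRA/BHQ-2 THF abasic-site duplex (50 nM) by 0.75 nM APE1, after 15 min compound preincubation, measured as fluorescence increase over three 60 s reads. Values normalized to buffer, DMSO and NSC13755 control wells.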
ALOX12 inh = Primary qHTS assay for inhibitors of human arachidonate 12S-lipoxygenase (ALOX12): Round 2. Polyunsaturated fatty acid lipoxygenase ALOX12 (Homo sapiens), P18054. purified 12hLO, xylenol orange hydroperoxide absorbance. Potency, µM (series often up to 108 µM), for inactives: at the top dose activity change, negative = inhibition, hits mostly inhibitors. hit rate 1.1% among 580,000; note: potency is the fitted concentration of half-maximal effect; % is set by controls: 0 for no effect and ±100 for the full control effect
Target sequence (P18054 whole entry, looked up): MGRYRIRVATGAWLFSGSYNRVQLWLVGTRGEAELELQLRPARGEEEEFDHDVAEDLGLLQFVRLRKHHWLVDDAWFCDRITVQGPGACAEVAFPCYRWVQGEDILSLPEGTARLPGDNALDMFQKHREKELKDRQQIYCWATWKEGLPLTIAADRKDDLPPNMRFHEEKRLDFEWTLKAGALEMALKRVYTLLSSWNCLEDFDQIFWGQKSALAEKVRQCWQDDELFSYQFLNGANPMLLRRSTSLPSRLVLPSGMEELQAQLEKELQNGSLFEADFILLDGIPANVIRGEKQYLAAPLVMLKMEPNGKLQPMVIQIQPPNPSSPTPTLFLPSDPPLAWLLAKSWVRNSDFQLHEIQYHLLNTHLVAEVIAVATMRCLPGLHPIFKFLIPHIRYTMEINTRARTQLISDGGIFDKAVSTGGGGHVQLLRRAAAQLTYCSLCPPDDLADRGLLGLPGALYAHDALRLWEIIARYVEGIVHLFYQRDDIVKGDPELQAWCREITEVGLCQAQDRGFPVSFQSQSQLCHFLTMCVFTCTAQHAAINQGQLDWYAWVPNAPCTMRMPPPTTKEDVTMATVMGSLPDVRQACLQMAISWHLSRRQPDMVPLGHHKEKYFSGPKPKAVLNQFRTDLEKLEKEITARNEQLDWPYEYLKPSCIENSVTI
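Purified human 12hLO (150 nM final) in 25 mM Hepes, 0.01% Triton X-100, pH 7.0 was preincubated 15 min at room temperature with compound. Then 40 uM arachidonic acid was added, 30 min. Hydroperoxide was read by Fe-XO absorbance ratio 573/405 nm.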
Pol kappa inh = qHTS for Inhibitors of Polymerase Kappa; purified Pol kappa, fluorescent DNA synthesis assay, 10 min; Potency, µM (highest dose often 107 µM), without a hit: at the highest dose activity, negative = inhibition, usual class: inhibitors; hit rate 0.53% among 400,000; AID 588579, 2011; note: potency is the fitted concentration of half-maximal effect; % is set by controls: 0 for no effect and ±100 for the full control effect
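Enzyme at 10 nM met test compounds for 15 min at room temperature. Substrate addition (50 nM final) began the reaction, which was monitored by fluorescence at 0 and 10 min.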
* marks the source's active call; other numbers are inactive results; u = inconclusive; x = not tested or not shown; & = joins results of further samples; [ ] = another dose, or the depositor's remark. Unless noted, calls come from the whole dose curve; as a rule, active = well fitted curve in the direction sought with a large enough effect; inconclusive = small, poorly fitted or top-dose-only effect, or another doubt; inactive = no such curve, though single readings can be large; an effect the other way counts as inactive or inconclusive. Some of the compounds tested; count on the stated rates, not on these rows.

Second line of a record: ERG-DNA inh	TRHR agonist	Anesthetic bind	POLB inh	Pol iota inh	BLM helicase inh	APE1 inh	ALOX12 inh	Pol kappa inh
> O=C(Nc1ccc2nc(SCC(=O)N3CCOCC3)sc2c1)c1ccc(F)cc1
 : -3%	0.0	-4%	21%	-10%	0%	x	0%	-6%
> COc1cccc(CNCCO)c1OCc1ccccc1Cl
 : -7%	0.8	-5%	2%	16%	-1%	0%	-23%	-1%
> CCN(Cc1ccccc1)CC(O)COC(c1ccc(OC)cc1)c1ccc(OC)cc1 (configuration not stated)
 : -21%	1.3	0%	u	-20%	-3%	-18%	-19%	2%
> N#Cc1cccc(N=c2ssnc2Cl)c1
 : -10%	0.4	-12%	1%	70%[activator]	-3%	1%	u	-4%
> CC(c1ccco1)N(C(=O)COc1ccc(Cl)cc1Cl)c1ccccn1 (configuration not stated)
 : x	0.6	-4%	u	-1%	-3%	-5%	7%	-7%
> COc1ccc(CNc2ccnc(-c3c(C)noc3C)n2)c(OC)c1
 : x	x	x	x	x	1%	-12%	u	-5%[60.1 µM]
> Cc1cc2c3c(c1)C1(C(=O)N3C(C)(C)CC2C)C(C#N)=C(N)Oc2n[nH]c(C)c21 (configuration not stated)
 : 3%	0.0	-9%	4%	28%	-7%	0%	-14%	u
> Nc1c(N(CCCO)C(=O)C2CCCC2)c(=O)[nH]c(=O)n1Cc1ccccc1
 : -9%	1.2	x	x	-9%	x	8%	8%	12%
> COc1ccc(OC(=O)c2c(C)nn(-c3ccccc3)c2C)cc1
 : -13%	-0.6	-6%	-2%	130%[activator]	-8%	-6%	25%	-7%
> O=S(=O)(Oc1ccccc1)c1ccc(Cl)c(Cl)c1
 : -1%	x	x	x	61%[activator]	x	x	10%	-7%
> CC(C)OC(=O)C1OC1(C)c1ccccc1 (configuration not stated)
 : -6%	x	x	x	91%[activator]	x	x	-1%	-4%
> CCNC(=S)N=Nc1c(O)n(Cc2ccc(Cl)cc2)c2ccccc12
 : 10%	0.2	2%	3%	198%[activator]	-3%	-2%	u	-9%
> Cc1cc(C)n(C(=O)CNC(=O)/C=C/c2ccccc2)n1
 : 5%	-0.9	-14%	-18%	25%	3%	4%	8%	-5%
> O=C(c1ccc2c(c1)N(Cc1ccc(F)cc1)C(=O)c1ccccc1S2(=O)=O)N1CCC(Cc2ccccc2)CC1
 : 4%	1.0	-24%	22%	7%	-9%	x	-9%	-16%
> O=C(NC12CC3CC(CC(C3)C1)C2)OCCNC1CCCCC1
 : -19%	-2.7	-3%	-1%	35%[activator]	3%	-8%	189%[activator]	-8%
> CCC(O)c1nc2ccccc2n1Cc1cccc(Cl)c1 (configuration not stated)
 : -6%	-0.5	-4%	0%	26%	0%	x	-13%	-11%
> COc1ccc(CNCCC(c2ccc(F)cc2)c2ccc(OC(C)C)cc2)cc1OC (configuration not stated)
 : 1%	3.1	u	2%	27%	-3%	-5%	u	4%
> Cc1cccc(CCNS(=O)(=O)c2ccc(S(=O)(=O)N3CCC(C)CC3)cc2)c1
 : -6%	x	x	x	6%	x	x	1%	-15%
> CC(C)Cn1cnc2c1c(=O)n(CC(=O)Nc1ccc3c(c1)OCO3)c(=O)n2Cc1ccccc1
 : 3%	-0.6	-9%	18%	12%	1%	-4%	-55%&-5%	-14%
> CCn1c(=O)cc(N2CCN(Cc3ccccc3)CC2)[nH]c1=O
 : 3%	0.3	-18%	16%	37%[activator]	-2%	22%	13%	9%

In the list so far, these have a cyano group:
Second line of a record: ERG-DNA inh	TRHR agonist	Anesthetic bind	POLB inh	Pol iota inh	BLM helicase inh	APE1 inh	ALOX12 inh	Pol kappa inh
> N#Cc1cccc(N=c2ssnc2Cl)c1
 : -10%	0.4	-12%	1%	70%[activator]	-3%	1%	u	-4%
> Cc1cc2c3c(c1)C1(C(=O)N3C(C)(C)CC2C)C(C#N)=C(N)Oc2n[nH]c(C)c21 (configuration not stated)
 : 3%	0.0	-9%	4%	28%	-7%	0%	-14%	u

Next section.
Second line of a record: ERG-DNA inh	TRHR agonist	Anesthetic bind	POLB inh	Pol iota inh	BLM helicase inh	APE1 inh	ALOX12 inh	Pol kappa inh
> CCc1cc(C(=O)N2CCN(c3ccccc3OC)CC2)sc1C
 : -10%	-0.4	5%	-1%	42%[activator]	-2%	5%	u	-22%
> Cc1ccccc1OCCC(=O)OCC(=O)NC1CCCC1
 : 14%	-0.2	x	x	44%[activator]	x	13%	-5%	-4%
> CCOC(=O)C1CCN(C(=O)c2cc3sc(C)cc3n2C)CC1
 : 1%	-0.1	-1%	-12%	8%	-2%	x	-22%	-7%
> O=c1c(-c2ccccc2)c1-c1ccccc1
 : x	-0.5	-3%	-1%	x	-11%&-21%	-4%	-28%[22.9 µM]	0%[60.1 µM]
> Cc1nn2c(-c3ccccc3)c(-c3ccccc3)nc2[nH]c1=O
 : -4%	-0.5	-17%	1%	-5%	-1%	8%	u	-8%
> CN(C)CCSc1nnc2[nH]c3ccccc3c2n1
 : -2%	0.1	6%	-1%	-8%	60%[activator]	u	-24%	-24%
> CC(=O)c1ccc(N2CCN(C(=O)C3CCN(S(=O)(=O)c4ccc(F)cc4)CC3)CC2)cc1
 : 5%	-0.3	x	x	10%	x	31%	164%[activator]	-35%
> COc1cccc(NC(=O)Cn2cc3c(n2)CCCCC3)c1
 : -1%	0.4	-17%	27%	1%	0%	-3%	394%[activator]	-9%
> COC(=O)c1ccccc1NC(=O)c1nc(S(=O)(=O)Cc2ccccc2)ncc1Cl
 : 10%	-0.2	-8%	21%	-2%	2%	44%	16%	-26%
> COc1ccccc1N1CCN(c2ncnc3sc(C(=O)NCC4CCCO4)c(C)c23)CC1 (configuration not stated)
 : -12%	-0.7	-19%	-3%	-8%	-1%	0%	-19%	-3%
> COCCCNC(=O)Cn1cnc2c(OCc3ccccc3)ncnc21
 : -4%	x	x	x	-18%	x	28%	3%	-8%
> Cc1nn(C(C)C(=O)NC2CCCCC2)c(=O)c2nn(-c3ccccc3)c(C)c12 (configuration not stated)
 : -8%	-0.9	-16%	-1%	-10%	-1%	22%	3%	-1%
> CCc1nn2c(NCCCO)cc(C)nc2c1-c1ccc(F)cc1
 : -9%	-0.5	-3%	29%	20%	3%	-9%	7%	-13%
> COCON1C(=O)CN(C(C)=O)C1c1ccc(Cl)cc1Cl (configuration not stated)
 : -6%	0.6	-11%	6%	10%	2%	0%	0%	-16%
> CN(N=O)c1ccc(CC2CCc3ccccc32)cc1 (configuration not stated)
 : 6%	x	x	x	5%	x	x	-3%	-18%
> CC(C)(C)c1cc(-c2n[nH]c(=S)n2-c2ccccc2F)n[nH]1
 : 1%	-0.9	-5%	0%	68%[activator]	1%	-2%	-10%	5%
> Cc1ccc(N/C(CSC(N)=O)=N/S(=O)(=O)c2ccccc2)cc1
 : 7%	-0.2	-1%	-16%	x	-1%	0%	-1%	-9%
> CC(C)(C)c1csc(NC(=O)CSc2nc3ccccc3c(=O)[nH]2)n1
 : -7%	-0.7	u	0%	u	-7%	-7%	-3%	-11%
> CCn1c(CCC(N)=O)nnc1SCC(=O)Nc1cccc(S(=O)(=O)N2CCCC2)c1
 : 3%	0.0	x	x	27%	x	23%	160%[activator]	12%
> COc1ccc(S(=O)(=O)NC2CC3CCC2C3)cc1Br (configuration not stated)
 : 2%	-0.1	u	-24%	-8%	-4%	-10%	1%	-18%
> O=C(O)c1ccc(N=Cc2c(O)ccc3ccccc23)cc1
 : 4%	-1.3	-23%	57%	13µM*	-13%	27%	-4%	-13%
> CC(NC(=O)c1ccc(S(=O)(=O)Nc2ccccc2)cc1)c1ccc(S(N)(=O)=O)cc1 (configuration not stated)
 : -8%	0.5	x	x	0%	x	-1%	249%[activator]	1%
> O=C(COC(=O)c1ccc(O)cc1)Nc1ccc2c(c1)OCCO2
 : 7%	x	x	x	33%[activator]	x	27%	-2%	-25%
> CCn1cc(/C=C(/C#N)S(=O)(=O)c2ccccc2)cn1
 : -2%	-2.0	2%	3%	16%	-6%	1%	5%	2%
> CC1(c2ccccc2Cl)NC(=O)N(CC(=O)Nc2ccc(N3CCOCC3)cc2)C1=O (configuration not stated)
 : -4%	x	x	x	18%	x	-7%	0%	5%
> COc1ccc(CN2C(=O)c3cccnc3C2=O)cc1S(=O)(=O)NCc1ccco1
 : 0%	0.4	-8%	0%	25%	0%	1%	u	-1%
> COC(=O)CCCC1=CC2=C(c3ccccc3)C(=O)C(C)(OC(=O)C3CCCC3)C(=O)C2=CN1C1CC1 (configuration not stated)
 : -2%	-0.1	2%	1%	22%	-8%[12.4 µM]	-3%[12.4 µM]	-8%	-16%
> Fc1ccc(CN2CCCCCCC2)cc1F
 : -1%	-0.8	-16%	2%	17%	3%	0%	-17%	-5%
> O=[N+]([O-])c1cccc(S(=O)(=O)NCC2CC3CCC2C3)c1 (configuration not stated)
 : 0%	-0.3	u	2%	137%[activator]	-6%	-6%	-11%	-1%
> CC(=O)c1ccc(OC(=O)C2CSC3(C)CCC(=O)N23)cc1 (configuration not stated)
 : -4%[15.4 µM]	0.8	x	x	18µM*	x	-3%	23%	-35%
> O=C(N/N=C/c1cc([N+](=O)[O-])ccc1O)NC12CC3CC(CC(C3)C1)C2
 : -1%	0.1	u	-10%	13%	1%	-4%	5%	-3%
> N#Cc1c(N)nc2c(c1-c1ccc(Br)s1)CCCC2
 : 9%	0.6	0%	7%	24%	6%	5%	-11%	-8%
